TNAP inh hiacc – blocks human TNAP under high phosphate acceptor concentration; P05186; purified TNAP, CDP-star luminescence, 1 M DEA; inhibition, % at 20 µM; 200,000 compounds, 0.03% hits; AID 1135;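 active = over 50% inhibition of tissue-nonspecific alkaline phosphatase at 20 µM in the single-dose screen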;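 also: plate controls were DMSO wells for no effect and EDTA-quenched wells as full inhibition for full effect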
Target sequence (P05186 whole entry, looked up): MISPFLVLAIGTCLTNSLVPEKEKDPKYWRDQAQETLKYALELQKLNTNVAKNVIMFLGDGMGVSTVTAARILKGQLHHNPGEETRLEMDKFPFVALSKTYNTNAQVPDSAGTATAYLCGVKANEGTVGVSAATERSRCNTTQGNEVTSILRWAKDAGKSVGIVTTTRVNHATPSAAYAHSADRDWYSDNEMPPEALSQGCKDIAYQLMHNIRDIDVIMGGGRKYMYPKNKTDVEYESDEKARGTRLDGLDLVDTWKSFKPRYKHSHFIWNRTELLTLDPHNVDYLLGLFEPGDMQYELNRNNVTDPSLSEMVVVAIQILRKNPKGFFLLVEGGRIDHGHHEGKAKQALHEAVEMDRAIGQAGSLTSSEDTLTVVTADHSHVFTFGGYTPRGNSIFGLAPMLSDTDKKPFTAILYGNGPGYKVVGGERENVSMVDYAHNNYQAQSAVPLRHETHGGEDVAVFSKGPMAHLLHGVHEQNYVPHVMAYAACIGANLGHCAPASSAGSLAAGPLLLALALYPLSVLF
bIAP inh – blocks bovine intestinal alkaline phosphatase activity | purified bovine IAP, CDP-star luminescence, 30 min | inhibition, % at 20 µM | 190,000 tested, under 10 active | AID 1019;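 active = over 50% inhibition of intestinal alkaline phosphatase at 20 µM in the single-dose screen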
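System: Purified bovine intestinal alkaline phosphatase (IAP) enzyme | Input: IAP diluted 1/65,000,000 in the well | Also added: CDP-star chemiluminescent phosphatase substrate, 30 µM final | Dosing: 20 µM single dose | Times: Enzyme reaction for 30 min at room temperature | Detection: Luminescence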
FLuc act counter – affects firefly luciferase, flagging false hits in luciferase stimulation screens. 200,000 tested, under 10 active. activation factor at 10 µM. AID 1027. P08659. ATPlite luciferase biochemical, luminescence, 10 min; 0 = ATP-free wells, 1 = DMSO control;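 active = luciferase activation factor, scaled between plate controls, of at least 2 with compound at 10 µM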
Target sequence (P08659 whole entry, looked up): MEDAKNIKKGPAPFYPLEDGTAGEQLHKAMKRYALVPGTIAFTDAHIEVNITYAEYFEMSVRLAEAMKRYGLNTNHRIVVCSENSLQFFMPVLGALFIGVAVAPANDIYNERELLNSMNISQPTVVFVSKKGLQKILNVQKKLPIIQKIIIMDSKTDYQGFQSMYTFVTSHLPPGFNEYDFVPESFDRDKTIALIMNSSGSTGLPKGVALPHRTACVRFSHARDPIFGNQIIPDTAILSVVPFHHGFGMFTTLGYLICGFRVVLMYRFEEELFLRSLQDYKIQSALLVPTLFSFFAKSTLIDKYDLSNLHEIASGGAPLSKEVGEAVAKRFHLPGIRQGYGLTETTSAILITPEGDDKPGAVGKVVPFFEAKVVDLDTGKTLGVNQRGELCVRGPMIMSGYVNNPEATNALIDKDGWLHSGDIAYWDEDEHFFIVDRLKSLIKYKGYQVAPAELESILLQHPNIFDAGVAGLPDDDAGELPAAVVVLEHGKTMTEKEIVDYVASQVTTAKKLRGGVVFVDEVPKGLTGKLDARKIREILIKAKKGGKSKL
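Material: Luciferase/luciferin reagent mix; Doses: test compounds dosed from 2 mM stocks in 100% DMSO; Schedule: 10 min incubation after luciferase reagent addition, room temperature; Measured by: luminescence from luciferase reaction; Read-out: luminescence gain marking luciferase activators.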
bIAP act – increases bovine intestinal alkaline phosphatase activity; purified bovine IAP, CDP-star luminescence, 30 min; hits give high values; fold of DMSO-control signal, blank-subtracted; activation factor at 20 µM; 200,000 compounds, 0.17% hits; AID 1016;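 active = activation factor of 2 or more at 20 µM, a signal rise over negative controls twice the positive control's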
RAM inhibit – blocks the yeast RAM network | S. cerevisiae dse1pr::URA3 reporter, 5-FOA growth OD615, 2 d; analog-sensitive cbk1-as2 kinase mutant strain | inhibition, % at 50 µM | 190,000 compounds, 1.8% hits | AID 868;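 active = inhibition above a set limit, 3 SD over mean compound inhibition, cut at about 8.4% in these data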;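 also: 0% = DMSO-only wells with no growth and 100% = 10 µM 1-NA-PP1 full growth; inhibition rescues growth on 5-FOA so higher OD means more RAM inhibition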
TNAP inh noacc – inhibitors of human TNAP without phosphate acceptor. 200,000 compounds, 0.26% hits. inhibition, % at 20 µM. purified TNAP, CDP-star luminescence, 30 min. AID 1012. P05186;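 active = tissue-nonspecific alkaline phosphatase inhibition above about 50% at 20 µM in the single-dose screen, limit read from the data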;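 also: 0% = DMSO negative control and 100% = EDTA positive control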
TNAP act hiacc – activators of human TNAP at high phosphate acceptor concentration; P05186; purified TNAP, CDP-star luminescence, 1 M DEA, 30 min; hits give high values; 0 = EDTA background, 1 = DMSO-only activity; activation factor at 20 µM; 200,000 tested, under 10 active; AID 1136;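 active = activation factor at least 2 at 20 µM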
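system = human TNAP | amount = enzyme diluted 1/800 final | reagent = 100 µM CDP-star substrate | signal = luminescent substrate turnover signal | dosing = one dose, 20 µM | benchmarks = EDTA negative control, DMSO positive control | measure = activation factor | timing = 30 min reaction, room temperature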
L major viab – reduces viability of Leishmania major promastigotes. resazurin fluorescence viability. inhibition, % at 10 µM. 200,000 compounds, 9% hits. AID 1063; in the data active = inhibition above about 50%;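 also: promastigotes grown with compound for 44 hours at 28 °C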
APP 5UTR inh – APP translation inhibition | SH-SY5Y APP 5'UTR-luciferase reporter, luminescence | inhibition, % at 2 µM | 190,000 compounds, 0.82% hits | AID 1285;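 active = inhibition above a set limit, derived from the sample mean plus 3 SD, cut at about 45% in these data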; also: values of inactives mirror those of a sister screen read the other way
FLuc inhib CS – counter-screen for luciferase assay inhibitors: firefly luciferase inhibition; ATPLite firefly luciferase biochemical luminescence, 10 min; inhibition, % at 10 µM; 200,000 compounds, 1.5% hits;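 active = inhibition above about 50% when tested at 10 µM, limit read from the data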
Numbers without * were called inactive; nt = not tested or not shown; & = joins results of further samples. Not a hit list; 13% or so of the library scored in one or more.

Order of values: TNAP inh hiacc, bIAP inh, FLuc act counter, bIAP act, RAM inhibit, TNAP inh noacc, TNAP act hiacc, L major viab, APP 5UTR inh, FLuc inhib CS
> COC(=O)c1ccc(C(=O)OC)c(NC(=O)CSCc2ccc(Cl)cc2)c1
  -3, 13, 1, 0.9, 3.1, -5, 1, -4, 4, -3
> Cc1ccc(Cc2cnc(NC(=O)c3cccs3)s2)cc1
  -6, 8, 0.9, 0.9, 3.6, -6, 1.1, 16, -170, 9
> NC(=O)c1ccc(-n2nc(C(F)(F)F)c3c2CCCC3)cc1
  0, 6, 1, 0.9, 0.5, -11, 1, 2, -30, -4
> O=C(c1cccc(C(F)(F)F)c1)C1CCCN(C(=O)CCCN2CCCC2=O)C1 (stereo not given)
  -2, 8, 1, 0.9, 0.3, -6, 1, -5, -17, -5
> COc1ccc(-n2c(SCC(=O)NNC(=O)c3ccccc3C)nnc2-c2ccncc2)cc1
  0, -12, 1, 1.1, 0.9, -46, 1, -6, -3, -5
> CC(C)NCCOCCOc1ccccc1F
  -5, 10, 1, 0.9, 2.0, -12, 1, -1, nt, -4
> c1ccc(Cc2nn3c(Cn4nnc5ccccc54)nnc3s2)cc1
  -6, 5, 0.9, 1, 2.8, -21, 1.1, -3, -10, 11
> CCOC(=O)N/N=C/c1ccc(Oc2ccccc2)cc1
  3, -6, 0.9, 1.1, -0.4, -13, 1, -1, -29, 10
> O=C(c1ccc(COc2ccccc2Cl)o1)N1CCN(Cc2ccc3c(c2)OCO3)CC1
  0&-2, 0&-2, 1&1.1, 1&1, -1.9&1.6, 0&6, 1&1, 90*, 19&6, 0&-6
> COc1ccc(OC)c(NC(=O)CN2C(=O)C3(OCCCO3)c3ccccc32)c1
  -6, 4, 1, 1, 2.8, -12, 1.1, -7, -2, 2
> CCOc1cc(N2CCOCC2)c(OCC)cc1NC(=O)CN1CCCC1
  2, 0, 1, 1, 0.9, 6, 1, 0, -10, -5
> CC(=O)Nc1nc(CC(C)C)cc(-c2ccco2)c1C#N
  -4, 7, 1, 0.9, 0.4, -12, 1, -2, -17, -2
> CCCn1nc(-c2ccccc2)c2nc3ccccc3nc21
  -5, -6, 1.1, 1.1, 9.6*, -14, 1.1, -3, 12, -9
> CCn1c(CNc2ccc(C)cc2C)nnc1SCC(=O)N1CCCc2ccccc21
  -7, -20, 1, 1.2, 2.7, -1, 1.1, 3, 4, 2
> O=C(CCl)NCCNC(=O)c1cc(OCC(F)(F)F)ccc1OCC(F)(F)F
  -7, 0, 1, 1, -0.8, -15, 1.1, 21, -5, -4
> COc1ccc(C2CC(c3cccs3)=NN2C(=O)CSc2nncs2)cc1OC (stereo not given)
  -4, -9, 1.1, 1.1, -0.1, 2, 1, 8, 3, -10
> O=C(c1ccco1)N1CCN(C(=O)c2cc3c(s2)-c2ccccc2OC3)CC1
  -2, -6, 1, 1.1, 1.4, -8, 1, -2, -1, 1
> Cc1ccc2c(c1)Oc1ccc([N+](=O)[O-])cc1C(=O)N2
  0, 6, 1.1, 0.9, 1.1, -3, 1, -4, -8, -8
> COC(=O)N/N=C/c1ccc(OS(=O)(=O)c2ccc(C)cc2)c(OC)c1
  -2, -10, 1, 1.1, -0.6, -19, 1, 20, -18, 1
> COc1ccc(/C=C2\C(=O)NCC(=O)N2Cc2ccccc2)cc1
  -2, 6, 1, 0.9, 1.2, -3, 1, -3, -6, -2
> CCOc1ccc2c(c1)n([O-])c1c([n+]2=O)CCCC1
  2, 22, 1, 0.8, -0.5, -5, 1, -4, 9, -4
> CC(C)c1ccc(/C=C/C(=O)Nc2nc3ccc([N+](=O)[O-])cc3s2)cc1
  3, -5, 1.1, 1, 2.4, -4, 1, -3, 4, -8
> COc1ccc(-n2c(C)cc(C)c(C(C)=O)c2=S)cc1
  -4, -2, 1.1, 1, 2.2, -9, 1, -1, 4, -5
> CCN1/C(=C\C=C2\C(=O)N(c3ccccc3)C(=S)N2C)Sc2ccccc21
  40, 28, 0.9, 0.7, 6.3, 35, 0.6, 0, 0, 12
> Fc1ccc(-n2ncc3c(SCc4cccnc4)ncnc32)cc1
  -6, 0, 0.7, 1, 0.4, -12, 1.1, -5, -90, 28
> O=C(c1cccnc1)N1C2CCC1CC(O)(c1ccc(F)cc1)C2 (stereo not given)
  -7, -1, 1.1, 1, 0.8, -12, 1.1, 1, -10, -5
> Cc1cc(S(=O)(=O)N2CC(=O)N(CCc3ccccc3)C(=O)C2)ccc1F
  -2, -1, 1, 1, 2.0, 4, 1, -3, 13, 3
> CC12CCC(C(=O)N(NC(=O)c3cc(Cl)ccc3O)C1=O)C2(C)C (stereo not given)
  -4, 6, 1, 0.9, -0.1, -8, 1, -6, -4, 0
> COc1cc(/C=N/NC(=O)c2cnccn2)cc(OC)c1OC
  -3, 6, 1, 0.9, 0.3, -9, 1, -5, 8, -5
> COc1ccc(C(=O)Nc2nc(C)c(C)s2)cc1OC
  -2, 3, 0.9, 1, 1.5, -13, 1, 9, -104, 12

The closing 2 compounds of the part above open the next one:
Order of values: TNAP inh hiacc, bIAP inh, FLuc act counter, bIAP act, RAM inhibit, TNAP inh noacc, TNAP act hiacc, L major viab, APP 5UTR inh, FLuc inhib CS
> COc1cc(/C=N/NC(=O)c2cnccn2)cc(OC)c1OC
  -3, 6, 1, 0.9, 0.3, -9, 1, -5, 8, -5
> COc1ccc(C(=O)Nc2nc(C)c(C)s2)cc1OC
  -2, 3, 0.9, 1, 1.5, -13, 1, 9, -104, 12
> Cc1ccc(S(=O)(=O)/N=C(/c2ccc(F)cc2)N2CCCC2)cc1
  2, 6, 1, 0.9, -0.1, -2, 1, 3, -10, 3
> CCN(CC)c1ccc(NC(=O)/C=C\c2ccccc2Cl)cc1
  6, nt, 0.6, 0.4, 0.9, 8, 0.9, 11, -15, 38
> CC[C@H](C)[C@@H](NC(=O)O[C@@H]1C(=O)c2cc(OC)ccc2O[C@H]1c1ccc(OC)c(Br)c1)C(=O)OC
  -1, 0, 1, 1, 3.0, -4, 1, 4, -8, -3
> COc1ccccc1NC(=O)CSc1nc2c(sc3ccccc32)c(=O)n1CCN(C)C
  2, 0, 1, 1, 1.5, -22, 1, 3, -15, 3
> CCc1cccc(CC)c1NC(=O)COC(=O)c1ccccc1-c1nc2ccccc2s1
  -4, -8, 1.2, 1.1, 3.2, 0, 1, 15, 9, -21
> O=C(Nc1ccc(Br)cc1)c1cccnc1N1CCCCC1
  0, 7, 1, 0.9, 1.8, -3, 1, 3, -7, -3
> O=C(O)CCC(=O)Nc1ccc(N2CCOCC2)cc1
  -2, -3, 1.1, 1, 2.3, -14, 1, -4, 4, -6
> Cc1cccc2cc(C(c3nnnn3C(C)(C)C)N3CCN(C(=O)c4ccco4)CC3)c(=O)[nH]c12 (stereo not given)
  -3, -2, 1, 1, 5.2, -12, 1, -6, -24, -5
> C=CC#CC[N+]1(CC#Cc2ccccc2)CCOCC1
  -4, -14, 1, 1.1, 0.7, -44, 1, -7, 5, -1
> Cc1[nH]c2ccccc2c1/C=N/NC(=O)c1cccs1
  -3, -6, 0.9, 1.1, 0.1, -4, 1, 2, -10, 8
> COc1ccc(NC(=O)Nc2cc(NC(=O)Nc3ccc(OC)cc3)c(C)nc2C)cc1
  -2, 43, 1.1, 0.6, 5.4, -13, 1, 22, -8, -8
> Cc1nc2c(N=Nc3ccccc3F)c(N)nn2c(N)c1C#N
  11, -6, 1, 1.1, 7.3, -3, 0.9, 14, 8, 4
> Cc1ccc(NC(=O)c2ccc(N/N=C/c3cccc(O)c3)c([N+](=O)[O-])c2)cc1
  17, 22, 1, 0.8, 9.0*, 20, 0.8, -3, -9, -1
> CCNC(=O)COc1ccc(/C=N/NC(=O)c2cccnc2)cc1OC
  -4, -1, 1, 1, 0.0, -11, 1, 0, 2, 3
> COc1cccc(/C=C/C(=O)OCC(=O)Nc2cc(C(F)(F)F)ccc2Cl)c1
  -1, -6, 1, 1.1, 12*, -18, 1, -2, -5, 0
> O=C(Nc1ccc2c(c1)oc1ccccc12)c1ccc(Br)o1
  -6, 17, 1, 0.8, 3.0, -11, 1.1, -1, -55, 1
> CCN(CCO)c1cc(Cl)nc(SC)n1
  -4, 1, 1, 1, -1.1, -7, 1, -3, 15, -3
> O=C(Nc1ccc2c(c1)OCCO2)c1cccs1
  -2, -44, 0.3, 1.4, -1.2, -2, 1, 46, -142, 70*
> CC1Cc2ccccc2N1C(=O)CSc1nnc(Cc2ccccc2)n1CCc1ccccc1 (stereo not given)
  -11, -442, 1.1, 5.4*, 3.0, -10, 1.1, 51*, 3, -8
> Cn1c(=O)oc2cc(C(=O)c3ccccc3)ccc21
  -4, 10, 1, 0.9, 0.6, -15, 1, -3, -19, -1
> CCn1c(-c2ccccc2)c(C(=O)CCl)c2ccccc21
  -2, -1, 1.1, 1, 1.1, -8, 1, 99*, -3, -7
> O=C(Nn1cnnc1)C(c1ccccc1)c1ccccc1
  -2, -4, 1, 1, 1.3, -3, 1, -4, 2, 0
> O=C(NCc1ccncc1)C1COc2ccccc2O1 (stereo not given)
  -6, 7, 1, 0.9, 1.7, -8, 1.1, -1, -8, -3
> CCOC(=O)c1c(-c2ccc(C)o2)csc1NC(=S)NC(=O)N(C)C
  -6, 14, 1, 0.9, 3.8, 5, 1.1, 2, -4, -5
> CCOC(=O)CSc1nnc(-c2ccc(NS(=O)(=O)c3ccc(C)cc3)cc2)o1
  -1, 4, 1, 1, 4.5, -9, 1, -4, 1, -4
> COC(=O)c1ccccc1NC(=O)c1cccc(NC(=O)c2ccc(Br)o2)c1C
  -3, -7, 1, 1.1, 0.6, -4, 1, 23, -23, 3
> Cc1cc(N2CCN(C)CC2)nc2ccc(NC(=S)NCc3cccs3)cc12
  -4, -20, 1.1, 1.2, 0.6, -9, 1, 99*, -2, -6
> COC(=O)/C=C/c1ccc(OC(=O)OC)c(OC(=O)OC)c1
  4, 31, 1.1, 0.7, 0.8, 1, 1, 40, 22, -5
> CCCn1c(SCC(=O)Nc2nnc(C(C)C)s2)nc2c1c(=O)n(C)c(=O)n2C
  -5, 8, 1.1, 0.9, 0.3, -14, 1, -5, -6, -9
> COC(=O)c1[nH]c2ccc(F)cc2c1NS(=O)(=O)c1ccc(OC)cc1
  -4, 9, 1, 0.9, 4.2, -13, 1, 0, 89*, 3
> CC1(C)NC(=O)N(CNc2cc(Cl)ccc2Cl)C1=O
  1, 11, 1, 0.9, 1.9, -8, 1, 5, -7, -4
> COc1ccc(COCC(O)CN(Cc2ccccc2)C(C)C)cc1OC (stereo not given)
  0, 8, 1, 0.9, 1.0, -4, 1, -6, -2, -3
> COC(=O)C1=C(C)N(C2CCCCC2)C(=O)/C1=C\c1cccs1
  5, 19, 1.1, 0.8, 2.9, 0, 0.9, 27, -17, -6
> CCC(CC)C(=O)NCCc1cc2ccc(C)c(C)c2[nH]c1=O
  -8, 11, 1.1, 0.9, nt, -15, 1.1, nt, nt, -6
> CS(=O)(=O)NCCCCCCNS(C)(=O)=O
  -5, -8, 1.1, 1.1, 0.0, -11, 1, -3, -18, -7
> NS(=O)(=O)c1cccc(NC(=O)COC(=O)Cc2ccc(S(=O)(=O)N3CCCCC3)s2)c1
  -3, -2, 1, 1, 8.2, -4, 1, -2, -5, -4
